T cell modulator: modulators of CD8 T cell-vesicle binding, primary screen, mouse 2C CD8+ T cells, flow cytometry | AID 2052, 2009 | 330,000 tested, 0.068% active | 2C CD8+ T cell-vesicle binding; hits give low values | calls only at 7 µM;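 active = response, share of CD8 T cells binding vesicles, and their 90th percentile fluorescence all below set limits, cut at about 80% in these data, passing the limit was not always enough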
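incubation = binding step 1.5 h, 37 °C, antibody labelling 20 min, ice | test system = 2C mouse CD8+ T cells | read-out basis = percent CD8+ FL2 mean versus row control | controls = Peptide-free naked vesicles (low) and QL9 vesicles with 0.7% DMSO vehicle (high) | detection = flow cytometry of vesicle-bound cells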
Myeloid diff 2: induction of myeloid progenitor differentiation, primary screen, cell-based, flow cytometry, MLPCN library | ER-HoxA9 myeloid progenitors, lysozyme-GFP differentiation | 360,000 tested, 1% active | AID 624256, 2012 | calls only at 10 µM;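 active = normalized GFP-positive differentiation at or above the plate's own cutoff, the solvent-only control mean plus 3 SD; inconclusive = no clear call, values can overlap the other calls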;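 also: cells exposed to compound for four days before flow analysis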
Autophagy mod: autophagy modulators in MEF cells, primary screen, imaging, high-content, MEF GFP-LC3. MEF GFP-LC3 puncta imaging; test concentration mostly 10 µM. calls only at 10 µM (by protocol). 190,000 tested, 0.98% active;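 active = percentage of spot-positive cells more than 3 SD above its plate mean, without a fluorescence outlier flag or 80% toxicity; inconclusive = no clear call, values can overlap the other calls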;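 also: spot-positive cell cutoff set from DMSO-treated cells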
Lipid droplet: inhibitors of hepatocyte lipid droplet formation, primary screen, imaging, high-throughput imaging, BODIPY stain; AML12 mouse hepatocytes, oleate lipid droplets; inhibition, % at 6.5 µM; 240,000 tested, 0.4% active; AID 1656, 2009;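 active = lipid droplet intensity inhibited by at least 50%, with more than 500 cells counted; inconclusive = wells with under 300 cells, treated as cytotoxic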
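material = mouse AML12 hepatocyte cell line, fixed after treatment | also added = 100 µM oleic acid challenge | doses = compound at 6.5 µM only | schedule = overnight exposure | technique = Image-based BODIPY and DAPI two-channel analysis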
West Nile antiviral: West Nile virus antiviral activity, cell-based, CPE readout (AID 1621). West Nile virus-infected cells, CPE inhibition; higher % means a stronger effect. one-dose CPE inhibition, % at 10 µM; IC50 in µM for titrated hits. 290,000 tested, 0.02% active; in the data active = a potency from the dose series; inconclusive = CPE inhibition mostly from about 3.7% at the one dose, without a potency; inactive = the rest, 99 in 100 with CPE inhibition below about 2.2%; also: strong numbers were not always called active
Insulin prom up: insulin promoter activators in MIN6 cells, imaging, high-content screening, mouse beta cells. z-score at 5 µM. MIN6 insulin promoter-GFP reporter; hits give high values. 190,000 tested, 0.3% active;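 active = z-score above 3 at 5 µM with at least 500 cells counted in the well; inconclusive = wells under 500 cells, flagged as cytotoxic or low count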
MT stabilize HCS: microtubule stabilizers in HeLa cells, primary screen, imaging, high-content imaging | HeLa tubulin immunostaining HCS, 24 h; share of cells brighter than vehicle mean+2SD | % tubulin-high responders, % at 10 µM | 200,000 tested, 0.83% active;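 active = plate Z-score above 3 for both tubulin-high and condensed-nucleus cell shares, with cell loss under 80%, at 10 µM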;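 also: anti alpha tubulin signal scored within the nucleus-defined area of each cell; some results filed as inactive read as strong as hits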
b-catenin transl: modulators of beta-catenin nuclear translocation, primary screen, imaging, HeLa cells, immunofluorescence, high-content; nuclear translocation activity, % at 5 µM; 190,000 tested, 0.3% active; AID 1665, 2009;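 active = nuclear translocation activity above 50% at 5 µM, with a well cell count of 50 or more; inconclusive = wells under 50 cells across six images, flagged as toxic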;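 also: per-cell ratio of nuclear to cytoplasmic median beta-catenin stain intensity; plate controls were DMSO negative control for no effect and GSK-3 inhibitor IX positive control for full effect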
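Read-out: Nuclear/cytoplasmic beta-catenin signal ratio, % activation | Assay system: Human HeLa cell line | Times: 24 h compound exposure at 37°C, 5% CO2 | Signal: Fluorescence imaging of beta-catenin antibody stain plus DAPI | Dosing: 5 µM primary, 0.02–20 µM confirmation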
WT yeast gro inh: growth inhibition of WT strain, primary screen, mitochondrial fusion inhibitor project, WT and mutant strains, chemical genetic | mitochondrial fusion phenotypic screen | inhibition, % at 10 µM | 190,000 tested, 2.1% active | AID 1362, 2008; in the data active = inhibition above about 58%; tested in S. cerevisiae
WT yeast gro inh mutant strain: second read-out of WT yeast gro inh, no call of its own (marks repeat the call); inhibition, %; mitochondrial fusion phenotypic screen, mutant strain inhibition
Insulin prom up cell count: further read-out of Insulin prom up, marked with its call; cell count; measured here: cytotoxicity, nuclei count;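 total cells summed across four imaged fields per well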
Lipid droplet cells 6.5 µM: recorded beside Lipid droplet, whose call it bears; cell count; measured here: cell count, cytotoxicity flag;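 cells counted across two imaged fields per well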
b-catenin transl cell count 5 µM: recorded beside b-catenin transl, whose call it bears; cell count; measured here: cell count, cytotoxicity flag
T cell modulator vesicle-bound %: also measured in T cell modulator; calls as there; double positive events, %; measured here: CD8+ vesicle-bound cell fraction;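 binding gate set so that unloaded-vesicle control wells show 10% double positive cells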
MT stabilize HCS Hoechst-high %: also measured in MT stabilize HCS; calls as there; % Hoechst-high responders; measured here: nuclear condensation Hoechst responders;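 share of cells brighter than vehicle mean plus two SD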
MT stabilize HCS cytotoxicity %: recorded beside MT stabilize HCS, whose call it bears; toxicity, %; measured here: cytotoxicity by cell density;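 0% = mean cell density of plate MIN control wells and 100% = no cells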
Autophagy mod cell loss 18 h: recorded beside Autophagy mod, whose call it bears; toxicity, %; measured here: cell loss, nuclei count;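 cell loss after 18 h compound exposure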
Myeloid diff 2 GFP+ MAC1+ %: also measured in Myeloid diff 2; calls as there; GFP+ MAC1+ double positive, %; measured here: differentiation confirmed by MAC1 staining
Numbers without * were called inactive; i = inactive; u = inconclusive; x = no result given.

SMILES | T cell modulator | T cell modulator vesicle-bound % | Myeloid diff 2 | Myeloid diff 2 GFP+ MAC1+ % | Autophagy mod | Autophagy mod cell loss 18 h | Lipid droplet | Lipid droplet cells 6.5 µM | West Nile antiviral | Insulin prom up | Insulin prom up cell count | MT stabilize HCS | MT stabilize HCS Hoechst-high % | MT stabilize HCS cytotoxicity % | b-catenin transl | b-catenin transl cell count 5 µM | WT yeast gro inh | WT yeast gro inh mutant strain
CCC(=O)N1CCc2cc(Br)cc(S(=O)(=O)CCC(=O)NCCc3ccccc3)c21 | i | 23 | i | 1.3 | i | -15 | -40 | 722 | 0.3% | 2.4 | 843 | 1.2 | 1.1 | 5.0 | x | x | -20 | -5
Cc1cc2cc(CNC(=O)c3cccc([N+](=O)[O-])c3)ccc2[nH]1 | i | 22 | i | 3.1 | i | -5 | -20 | 697 | 0.4% | 1.4 | 1244 | 4.3 | 2.6 | 11 | -3.8 | 539 | 2 | -4
O=C(Nc1ccc(F)c(Cl)c1)C1CC(=O)n2c(nc3ccccc32)N1 (stereo unspecified) | i | 54 | i | 0.8 | i | 34 | 0 | 696 | -0.2% | -0.26 | 1410 | 4.0 | 2.3 | 9.3 | 1.2 | 1395 | -13 | -10
O=C1c2cccc3cccc(c23)C(=O)N1OS(=O)(=O)c1ccc(Br)cc1 | i | 28 | u | x | i | -4 | 14 | 669 | 1.4% | 0.29 | 1470 | 2.9 | 3.3 | 4.8 | 0.3 | 1122 | 7 | 5
CCOc1ccc(N2CC(C(=O)Nc3ccccc3N3CCOCC3)CC2=O)cc1 (stereo unspecified) | i | 53 | i | 0.8 | i | 5 | -3 | 812 | -0.5% | 0.27 | 878 | 1.7 | 1.6 | 5.8 | x | x | 2 | -10
O=C1OC(N2CCN(C/C=C/c3ccccc3)CC2)c2ccccc21 (stereo unspecified) | i | 24 | i | 0.6 | i | 4 | x | x | x | -0.15 | 1357 | 2.5 | 1.8 | 13 | -3.6 | 905 | 1 | 12
COc1cccc(N(C(=O)c2csnn2)C(C(=O)NC2CCCC2)c2ccccc2)c1 (stereo unspecified) | i | 27 | i | 0.4 | x | x | -22 | 803 | -0.8% | x | x | x | x | x | x | x | x | x
C/C(=N\NC(=S)NCc1ccccc1)c1ccco1 | i | 27 | i | 1.0 | i | 18 | 14 | 670 | -0.2% | -0.11 | 1618 | 3.7 | 1.4 | 8.3 | -2.2 | 837 | 32 | 44
CCn1nnc(NC(=O)c2ccc(-c3ccccc3[N+](=O)[O-])o2)n1 | i | 50 | i | 0.7 | i | 8 | 7 | 763 | -0.3% | 0.98 | 1568 | 5.4 | 2.7 | 9.6 | -5.1 | 1132 | -27 | 6
COc1ccccc1CN1CN(S(=O)(=O)c2ccccc2)c2nc3ccccc3nc21 | i | 13 | i | 0.5 | x | x | -29 | 742 | 0.0% | -0.13 | 1114 | x | x | x | 2.6 | 1366 | x | x
O=C1CC(N(O)C2CC(=O)N(Cc3ccccc3)C2=O)C(=O)N1Cc1ccccc1 (stereo unspecified) | i | 17 | i | 0.7 | i | -4 | x | x | -0.5% | -0.44 | 1517 | 9.8 | 1.2 | 2.2 | -1.0 | 1355 | 11 | 18
ONC(=Nc1ccc(Cl)cc1)c1ccccc1 | i | 27 | i | 0.5 | i | -4 | 0 | 686 | -0.6% | 0.14 | 1881 | 1.1 | 1.8 | 4.7 | -2.4 | 1133 | 12 | 1
COc1ccc(OC)c(N=c2oc3cc(O)ccc3cc2C(N)=O)c1 | i | 51 | u | x | i | 11 | x | x | u | 0.12 | 1349 | 5.3 | 2.2 | 8.8 | 0.0 | 818 | 30 | 31
CCOC(=O)c1cnc(-n2nc(C)cc2C)nc1NC | i | 40 | i | 1.3 | i | -9 | x | x | -0.8% | -0.73 | 1320 | 4.7 | 2.4 | 5.0 | -3.6 | 845 | -37 | -14
CCc1cc2c(=O)n(Cc3ccco3)c(SCC(=O)N(C)C3CCS(=O)(=O)C3)nc2s1 (stereo unspecified) | i | 23 | i | 0.1 | i | 4 | 4 | 731 | -0.9% | -0.91 | 1029 | 5.8 | 2.2 | 6.7 | -1.7 | 1197 | -14 | 10
O=C1CCc2ccc(NS(=O)(=O)c3ccc(F)cc3)cc2N1 | i | 49 | i | 0.0 | i | -4 | 5 | 740 | -0.4% | 0.34 | 1195 | 2.0 | 1.9 | 3.0 | -2.2 | 1121 | -5 | -1
CCOc1ccc(Br)cc1S(=O)(=O)Nc1ccccc1N1CCOCC1 | i | 24 | i | 0.3 | i | -9 | x | x | 0.2% | -0.31 | 1255 | 2.2 | 1.5 | 7.0 | x | x | 13 | 15
Clc1nccnc1-c1ccccc1 | i | 29 | i | 0.5 | i | -1 | 2 | 682 | 0.0% | 0.65 | 1351 | 4.2 | 2.7 | 12 | -2.4 | 561 | -6 | -23
COc1ccc(NC(=O)CC(C)CC(=O)NCc2ccccc2)c(OC)c1 (stereo unspecified) | i | 10 | i | 0.4 | x | x | 10 | 829 | -0.7% | x | x | x | x | x | x | x | x | x
O=C(Cc1ccc(F)cc1)Nc1cccc(-c2ccc3nncn3n2)c1 | i | 27 | i | 1.4 | i | -4 | 2 | 720 | -0.6% | -0.18 | 1329 | 2.0 | 2.5 | 9.1 | -0.3 | 1065 | -6 | 4
CCCn1c(SCC(=O)NC)nnc1C(C)C | i | 33 | i | 0.0 | i | 2 | x | x | 0.2% | 0.21 | 1265 | 3.5 | 3.0 | 4.5 | -5.6 | 966 | 18 | 10
COc1cc(F)ccc1CN1CCC(n2nccc2NC(=O)C2CCOC2)CC1 (stereo unspecified) | i | 26 | i | 2.2 | x | x | 10 | 885 | -0.4% | x | x | x | x | x | x | x | x | x
Cc1ccc(O)c(CNc2nc3ccccc3n2C(C)C)c1 | i | 54 | i | 0.3 | x | x | 3 | 816 | -1.3% | x | x | x | x | x | x | x | x | x
O=C(CNc1cccc2ccccc12)N/N=C/c1ccc([N+](=O)[O-])cc1 | i | 30 | i | 0.2 | i | 1 | 0 | 451 | 2.4% | -0.47 | 1380 | 3.8 | 2.8 | 9.3 | 3.3 | 1108 | -10 | 5
Cc1cc(C(=O)C[N+]2(C)CCOCC2)c(C)n1-c1ccc(Br)cc1 | i | 38 | i | 0.4 | i | -8 | 22 | 735 | 0.0% | -0.2 | 1165 | 1.9 | 1.6 | 5.0 | -0.3 | 1051 | 19 | 8
Cc1sc2nc(SCc3nnc(-c4cccs4)o3)n(C3CCCC3)c(=O)c2c1C | i | 45 | i | 0.7 | i | 1 | x | x | -1.7% | -0.53 | 995 | 6.4 | 3.3 | 2.2 | -1.6 | 1146 | 7 | 12
CC(C)c1ccc(NC(=O)COC(=O)c2c[nH]c(=O)[nH]c2=O)cc1 | i | 9 | i | 0.8 | i | 2 | 11 | 609 | -0.6% | 0.07 | 1582 | 1.7 | 1.6 | 6.4 | -0.4 | 1059 | 1 | 3
Cc1cc(C)c(C#N)c(SCC(O)CS(=O)(=O)Cc2ccccc2)n1 (stereo unspecified) | i | 24 | i | 15 | i | -4 | -6 | 733 | -0.9% | 0.58 | 1069 | 1.9 | 0.0 | 28 | 4.6 | 1206 | 5 | -5
Cc1cccc(NC(=O)c2nc[nH]c2C(=O)N[C@@H](CC(C)C)C(=O)OC(C)(C)C)c1 | i | 31 | i | 0.6 | x | x | 3 | 658 | -1.0% | 0.96 | 861 | x | x | x | -0.6 | 1320 | x | x
CC1CN2C(c3ccc([N+](=O)[O-])cc3)=CSC2=N1 (stereo unspecified) | i | 65 | i | 0.6 | x | x | -3 | 782 | -0.3% | x | x | x | x | x | x | x | x | x
COC(=O)[C@H](C)NC(=O)Nc1ccc(S(N)(=O)=O)cc1 | i | 38 | i | 1.1 | i | 7 | x | x | 0.6% | 0.9 | 1406 | 3.1 | 3.6 | 14 | -0.6 | 1127 | -1 | 0
COc1ccc2nc(Nc3nc(CSc4nc5ccccc5[nH]4)cc(=O)[nH]3)nc(C)c2c1 | i | 43 | u | x | i | 52 | 6 | 534 | -0.3% | u | x | 6.7 | 3.6 | 18 | 16 | 290 | 8 | 10
CC(C)C1(CCNC(=O)c2cccs2)CCOC(C)(C)C1 (stereo unspecified) | i | 53 | i | 0.6 | x | x | -12 | 731 | -0.4% | 0.87 | 1188 | x | x | x | 0.2 | 1301 | x | x

Rewritten as a markdown table: two of the compounds above
| smiles | T cell modulator | T cell modulator vesicle-bound % | Myeloid diff 2 | Myeloid diff 2 GFP+ MAC1+ % | Autophagy mod | Autophagy mod cell loss 18 h | Lipid droplet | Lipid droplet cells 6.5 µM | West Nile antiviral | Insulin prom up | Insulin prom up cell count | MT stabilize HCS | MT stabilize HCS Hoechst-high % | MT stabilize HCS cytotoxicity % | b-catenin transl | b-catenin transl cell count 5 µM | WT yeast gro inh | WT yeast gro inh mutant strain |
| --- | --- | --- | --- | --- | --- | --- | --- | --- | --- | --- | --- | --- | --- | --- | --- | --- | --- | --- |
| COC(=O)[C@H](C)NC(=O)Nc1ccc(S(N)(=O)=O)cc1 | i | 38 | i | 1.1 | i | 7 | x | x | 0.6% | 0.9 | 1406 | 3.1 | 3.6 | 14 | -0.6 | 1127 | -1 | 0 |
| COc1ccc2nc(Nc3nc(CSc4nc5ccccc5[nH]4)cc(=O)[nH]3)nc(C)c2c1 | i | 43 | u | x | i | 52 | 6 | 534 | -0.3% | u | x | 6.7 | 3.6 | 18 | 16 | 290 | 8 | 10 |
